pAkt inh – blocks phosphorylation of Akt. Neuro2A IGF-stimulated pAkt S473 HTRF, 20 min; active compounds read low. activity change, % for hits at 50 µM. hit rate 0.32% among 360,000; in the data active = activity change below about -80%; inconclusive = mostly about -51% to -80%; note: % is set by controls: 0 for no effect and ±100 for the full control effect
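Neuro2A cells in DMEM with 0.5% FBS, overnight at 37 deg C, given compound at single 50 µM final, then IGF (6 nM final) for 20 min at 37 deg C. Lysed; phospho-Akt Ser473 by HTRF after 24 h, 665/615 ratio.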
A549 viability – A549 cytotoxicity, counter-screen for Nrf2 inhibitors | Potency, µM (series often up to 46 µM), for inactives: at the top dose activity change, negative = cytotoxicity, actives largely listed as inhibitors | A549 ARE-Fluc cells, CellTiter-Fluor viability, 18-24 h | hit rate 0.16% among 390,000; note: potency is the fitted concentration of half-maximal effect; % is set by controls: 0 for no effect and ±100 for the full control effect
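A549 ARE-Fluc cells in 5% FBS OPTI-MEM, 5000 cells/well, rested 2 h then exposed to compounds in concentration-response for 18-24 h at 37 °C. Viability by CellTiter-Fluor fluorescence (Ex 405/Em 525) after 30 min; luciferase luminescence (BugLite, 15 min, RT) read afterwards.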
CCT modulator – cytosolic chaperonin activity modulation; purified chaperonin ATPase assay, HTRF ADP detection, 30 min; activity change, % (no concentration beside the values), hits read low; hit rate 0.3% among 360,000; in the data active = activity change below about -30%; note: % is set by controls: 0 for no effect and ±100 for the full control effect
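ATPase activity: ADP formed was measured by HTRF Transcreener (665/615 nm ratio) after 30 min at 37 deg C with 10 uM ATP. Compounds screened at one 76 uM concentration against 40 or 20 nM TRiC in Tris pH 7.4/KCl/MgCl2/DTT buffer.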
Nrf2 block – Nrf2 pathway inhibition; A549 ARE-Fluc reporter, luciferase luminescence, 18-24 h; Potency, µM (doses to about 46 µM), without a hit: at the top dose activity change, negative = inhibition, usual class: inhibitors; hit rate 2.1% among 360,000; AID 504444; note: potency is the fitted concentration of half-maximal effect; % is set by controls: 0 for no effect and ±100 for the full control effect; nearly all actives have a fitted effect of over 60% in size
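Two sequential reads on A549 ARE_Fluc cells exposed to compound for 18-24 h: a CellTiter-Fluor fluorescence read for viability, then a luciferase luminescence read for Nrf2/ARE activity.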
Mm-Cpn inhibitor – M. maripaludis TRiC chaperonin inhibition | Potency, µM (doses to about 76.9 µM), for the others: at the top dose activity, negative = inhibition, hits mostly inhibitors | hit rate 0.031% among 330,000 | purified Mm-Cpn ATPase, ADP Transcreener TR-FRET; note: potency is the fitted concentration of half-maximal effect; % is set by controls: 0 for no effect and ±100 for the full control effect; nearly all actives have a fitted effect of over 80% in size
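Measured: ADP formation by purified Mm-CPN. Conditions: 25 nM protein, 10 uM ATP, Tris pH 7.4 with Mg2+, K+ and DTT, 37°C for 30 min. Detection: Transcreener HTRF after 30 min at room temperature.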
EPAC2 ag – agonists of human EPAC2 (RAPGEF4); Q8WZA2; Potency, µM (top dose mostly 154 µM), without a hit: at the top dose activation, most hits filed as activators; EPAC2 activation, biochemical qHTS; response scale: 100% = 6.5 mM cAMP response; hit rate 0.079% among 360,000; note: potency is the fitted concentration of half-maximal effect; nearly all actives have a fitted effect of over 50% in size
Target sequence (Q8WZA2 whole entry, looked up): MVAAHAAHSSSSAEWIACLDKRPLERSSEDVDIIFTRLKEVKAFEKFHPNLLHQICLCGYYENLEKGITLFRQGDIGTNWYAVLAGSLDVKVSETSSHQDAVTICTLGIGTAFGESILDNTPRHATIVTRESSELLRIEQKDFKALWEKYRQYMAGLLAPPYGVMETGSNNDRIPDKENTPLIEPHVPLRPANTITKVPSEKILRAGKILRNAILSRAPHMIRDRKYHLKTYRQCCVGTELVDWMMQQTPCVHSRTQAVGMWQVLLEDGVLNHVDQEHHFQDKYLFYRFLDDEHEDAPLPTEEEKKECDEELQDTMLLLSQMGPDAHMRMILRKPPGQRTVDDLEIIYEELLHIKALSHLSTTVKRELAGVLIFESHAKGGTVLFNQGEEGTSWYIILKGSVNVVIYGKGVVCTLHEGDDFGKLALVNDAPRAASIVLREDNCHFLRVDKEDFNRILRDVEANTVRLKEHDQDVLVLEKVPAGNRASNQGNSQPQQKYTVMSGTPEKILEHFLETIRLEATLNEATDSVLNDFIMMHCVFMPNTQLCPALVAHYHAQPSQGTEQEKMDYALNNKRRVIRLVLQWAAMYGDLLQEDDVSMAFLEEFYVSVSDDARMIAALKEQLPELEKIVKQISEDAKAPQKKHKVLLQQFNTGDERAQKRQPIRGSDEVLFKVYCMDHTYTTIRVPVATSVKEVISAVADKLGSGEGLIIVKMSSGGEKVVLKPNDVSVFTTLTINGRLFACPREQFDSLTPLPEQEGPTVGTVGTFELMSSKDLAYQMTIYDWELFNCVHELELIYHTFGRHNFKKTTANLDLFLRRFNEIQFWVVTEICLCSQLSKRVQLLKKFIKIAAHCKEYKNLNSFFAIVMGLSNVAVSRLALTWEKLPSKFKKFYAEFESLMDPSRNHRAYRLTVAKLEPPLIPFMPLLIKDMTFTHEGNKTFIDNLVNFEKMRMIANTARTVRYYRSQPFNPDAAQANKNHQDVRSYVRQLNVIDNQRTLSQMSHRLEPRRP
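Fluorescence exchange assay: 100 nM EPAC2 with 250 nM RAP1B-BODIPY-GDP and 50 uM GDP; compounds tested as a concentration-titration series (qHTS). Loss of Rap1-bound BODIPY-GDP fluorescence read at 480/540 nm; data normalized to 6.5 mM cAMP.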
EPAC2 antagonist – EPAC2 (human) antagonism; Q8WZA2; EPAC2 GEF exchange of Rap1B-BODIPY-GDP, fluorescence; Potency, µM (highest dose often 114 µM), for inactives: at the top dose activity, negative = inhibition, most hits filed as inhibitors; hit rate 0.18% among 360,000; AID 720708; note: potency is the fitted concentration of half-maximal effect; % is set by controls: 0 for no effect and ±100 for the full control effect; nearly all actives have a fitted effect of over 45% in size; many of its hits are not listed in these tables
Nrf2 activator – activates Nrf2 signaling; AREc32 ARE-luciferase reporter (MCF7-derived line), luminescence, 24 h; Potency, µM (highest dose often 46.1 µM), inactives show at the top dose activation, actives largely listed as activators; hit rate 0.31% among 410,000; AID 624171; note: potency is the fitted concentration of half-maximal effect; % of control where 0% means no effect; nearly all actives have a fitted effect of over 65% in size
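Reporter line AREc32 (ARE-Fluc), seeded overnight in OPTI-MEM with 5% FBS; compound pin-transferred, 24 hr at 37 deg C, 5% CO2; luminescent read-out.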
TGFb SMAD3 inh – TGF-b pathway inhibition; HepG2 CAGA-GFP TGF-b/SMAD3 reporter, GFP fluorescence, 18 h; TGF-beta stimulated, 500 pg/mL final; Potency, µM (top dose mostly 46.1 µM), inactives show top-dose activity, negative = inhibition, usual class: inhibitors; hit rate 1.2% among 410,000; AID 588855; note: potency is the fitted concentration of half-maximal effect; % is set by controls: 0 for no effect and ±100 for the full control effect; nearly all actives have a fitted effect of over 65% in size
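GFP signal (ex488/em500-530) from TGF-beta-stimulated HEPG2 CAGA-GFP cells, 500 pg/mL final, 18 h at 37 degrees C in DMEM plus 1% FBS, normalized to unstimulated and DMSO-stimulated controls.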
* = called active by the depositor; i = inactive; ? = inconclusive; nt = not tested or not shown; [ ] = remark or other dose. Unless noted, calls come from the whole dose curve; as a rule, active = well fitted curve in the direction sought with a large enough effect; inconclusive = small, poorly fitted or top-dose-only effect, or another doubt; inactive = no such curve, though single readings can be large; an effect the other way counts as inactive or inconclusive. These rows are one share of the data; rates above refer to the full screens.

molecule	pAkt inh	A549 viability	CCT modulator	Nrf2 block	Mm-Cpn inhibitor	EPAC2 ag	EPAC2 antagonist	Nrf2 activator	TGFb SMAD3 inh
Cc1cc(C)c(NC(=O)C2CCN(c3nnc(C)c4c(C)n(-c5ccccc5)nc34)CC2)c(C)c1	nt	-2%	nt	?	nt	nt	nt	4.1%	?
CCOC(=O)c1ccc(NC(=O)CCc2nc3cccnc3n2Cc2cccs2)cc1	nt	0%	nt	-9%	nt	nt	nt	0.2%	?
Cc1cccc(C)c1NC(=S)Nc1ccc(Cl)c(Cl)c1	i	9%	1.3	8%	3%	5%	-2%	0.1%	-25%
Cc1ccc(S(=O)(=O)c2cnc(SCC(=O)Nc3ccccc3C(F)(F)F)[nH]c2=O)cc1C	nt	-4%	nt	7%	nt	nt	nt	-0.7%	20%
Cc1cccn2c(=O)c3cc(C(=O)NCc4ccco4)c(=N)n(CCc4ccccc4)c3nc12	i	-8%	-1.0	?	-4%	-16%	25%	5.9%	-1%
Cc1cccc([C@@H]2[C@@H]3C(=O)N(Cc4ccccc4)C(=O)[C@@H]3[C@]3(CC(C)C)C(=O)N(c4cccc(Br)c4)C(=O)N23)c1	i	-4%	-4.5	-10%	0%	-1%	-5%	-0.3%	7%
Cc1cc(C)c(NC(=O)CN2C(=O)NC(Cc3ccccc3)C2=O)c(C)c1 (stereo not given)	i	-3%	-0.7	-4%	0%	5%	5%	0.1%	-5%
CCOc1ccc(NC(=O)c2ccc(Br)o2)c([N+](=O)[O-])c1	i	-4%	-3.7	2%	-2%	-5%	4%	-0.3%	11%
c1ccc2c(c1)OCC(c1nnc3sc(-c4ccc5c(c4)OCO5)nn13)O2 (stereo not given)	i	13%	-1.1	?	2%	6%	18%	3.2%	-2%
Cc1ncc([N+](=O)[O-])n1CC(=O)N/N=C/c1ccc(F)cc1	i	1%	-1.0	3%	-2%	12%	-6%	-0.3%	-6%
c1ccc(Nc2nnc(SCc3cccc4ccccc34)s2)cc1	-114%*	-1%	-1.1	nt	-2%	8%	-4%	0.9%	3%
COc1ccc(-c2cc(C(F)F)n3ncc(C(=O)N4CCN5CCCC5C4)c3n2)cc1 (stereo not given)	i	1%	-0.1	14%	-3%	-2%	3%	3.4%	?
NS(=O)(=O)c1ccc(CCNC(=O)COC(=O)C2CCCN2C(=O)c2cccs2)cc1 (stereo not given)	i	-6%	-9.3	1%	?	2%	3%	-0.3%	0%
Cc1sc2ncnc(OCC(=O)Nc3ccc4c(c3)OCCO4)c2c1C	i	-14%	1.1	-10%	-8%	2%	-2%	-0.2%	6%
Cc1cc(NC(=O)CSc2c3c(nc4ccccc24)CCC3)no1	i	8%	-0.5	-2%	-1%	12%	4%	?	-18%
NC(=O)c1nc(-c2cccs2)nc2c1[nH]c(=O)n2-c1ccc(F)cc1	i	-12%	-0.6	?	-21%	11%	0%	0.3%	2%
CC(C)(C)OC(=O)CC[C@@H](C(=O)NCCCCCCCCCCC(=O)N1CCN(C(=O)OC(C)(C)C)CC1)n1cc(CCCCCNC(=O)OC(C)(C)C)nn1	i	0%	-0.2	?	2%	5%	15%	5.1%	-20%
O=C(COc1ccc(F)cc1Cl)Nc1cc(S(=O)(=O)N2CCOCC2)ccc1N1CCCCC1	i	-12%	1.5	?	-3%	2%	-22%	1.8%	-24%
NC(c1ccccc1)c1csc(Nc2ccc(C(=O)c3ccccc3)cc2)n1 (stereo not given)	i	nt	-0.6	nt	nt	14%	-18%	-2.3%	?
CC(=NO)C1CCC2C3CCC4=CC(=NO)CCC4(C)C3C(=O)CC12C (stereo not given)	i	-6%	0.3	-27%	nt	-2%	-24%	0.2%	1%
Brc1ccc2oc(-c3ccn[nH]3)cc2c1	i	7%	-15	?	1%	15%	-17%	4.9%	-23%
CC(C)(C)C(=O)NC(=S)Nc1ccccc1F	i	1%	-1.9	?	0%	-7%	-3%	2.7%	-23%
Cc1cccc(-n2c(C)cc(/C=N\NC(=O)c3cccs3)c2C)c1	i	-8%	2.5	?	-2%	12%	-18%	2.7%	-23%
CNc1cncc(-c2ccc(OC)c(OC)c2)n1	i	nt	1.1	nt	nt	1%	4%	7.1%[9.22 µM]	1%
CC(=O)CSc1nc(-c2ccccc2)c(-c2ccccc2)o1	i	-8%	0.9	-14%	1%	2%	?	0.3%	2%
CCOc1ccccc1NC(=O)COC(=O)/C=C/c1ccc(OC)c(OC)c1	i	-3%	0.2	-7%	0%	10%	10%	1.0%	3%
Cc1c(C)c2ccc(OCC(=O)NC3CCN(Cc4ccccc4)CC3)c(C)c2oc1=O	i	-3%	0.5	1%	0%	-7%	-18%	0.0%	-2%
CCCCc1cc(=O)oc2cc(OCC(=O)N3CCC(C(N)=O)CC3)ccc12	i	4%	-2.8	?	0%	2%	-16%	-0.8%	-17%
O=C(CCN1C(=O)C2CCCCC2C1=O)Nc1ccc(OC(F)F)cc1 (stereo not given)	i	-8%	-3.7	5%	1%	-7%	-1%	-0.6%	-18%
O=C(Cn1ncn2nc(-c3cccs3)cc2c1=O)NCc1ccc(Cl)cc1	nt	-1%	nt	-5%	nt	nt	nt	0.3%	-18%
CCN(CC)C(=O)c1nc(-c2cccc3ccccc23)no1	i	nt	-2.9	nt	nt	19%	-3%	2.5%	-4%
Cc1ccc(S(=O)(=O)N2CCSC2)cc1C	i	10%	-2.2	?	nt	4%	-2%	0.3%	-15%
Clc1ccc(-c2nc(-c3cnccn3)no2)cc1	i	0%	0.0	?	1%	4%	2%	4.0%	1%
COc1ccccc1-n1c(CNC(=O)c2cccc([N+](=O)[O-])c2C)n[nH]c1=S	i	3%	1.4	-16%	2%	1%	3%	2.9%	-12%
O=P(O)(OCc1ccccc1)OCc1ccccc1	i	-10%	-1.0	13%	0%	9%	-7%	0.6%	-5%
CC1CCCN(C(=O)CCc2ccccc2)C1 (stereo not given)	i	1%	-1.8	14%	-2%	9%	-6%	1.3%	14%
COc1ccc(NS(=O)(=O)c2ccc(C)c(NC(=O)C3CCCO3)c2)cc1 (stereo not given)	i	1%	-0.4	0%	2%	4%	1%	0.2%	6%
Cc1c(C(=O)N2CCCCC2)c(S(=O)(=O)NCCc2ccc(Cl)cc2)c(C)n1C	i	1%	-2.2	6%	2%	-9%	-8%	0.1%	-11%
CCCCCCCCCCCCCCCC(=O)OCC1OC(n2ccc(N)nc2=O)C(O)C1O (stereo not given)	i	2%	-3.1	?	nt	-4%	6%	0.3%	0%
Cc1cc(NC(=O)CSc2nc3ccccc3cc2C#N)no1	i	-1%	-94*	-3%	-6%	3%	4%	2.4%	-7%
COC(=O)[C@@H](NC(=O)CCc1nnc(-c2ccsc2)o1)C(C)C	i	-12%	0.0	?	-6%	5%	0%	3.3%	15%
COc1ccc(CNC(=O)COC(=O)c2cncc(Br)c2)cc1	i	-8%	1.5	10%	0%	9%	5%	-0.8%	-21%
O=C(CCc1ccccc1)Nc1ccc(N2CCCCC2)cc1	i	1%	0.5	?	-1%	-1%	3%	0.3%	0%
CS(=O)(=O)N1CCC(C(=O)N2CCC(Cc3ccccc3)CC2)CC1	i	0%	-2.7	-36%	3%	8%	0%	-0.1%	0%
Cc1c(C(=O)Nc2ccc(F)cc2F)oc2ccc3c(c12)C(=O)CC(C)(C)O3	nt	-7%	nt	10%	nt	nt	nt	-0.1%	19%
Cc1cc(=O)oc(C)c1C(=O)NCCN(C)Cc1ccccc1	i	-2%	-1.5	3%	0%	-2%	0%	0.6%	0%
Cc1ccc(-n2c(SCC(=O)N/N=C/c3ccccc3C(=O)O)nnc2-c2ccc(Cl)cc2)cc1	i	1%	0.5	-3%	2%	0%	?	-0.8%	0%
CCOc1ccc2nc(SCC(=O)Nc3cccc(S(=O)(=O)NC4=NCCCCC4)c3)[nH]c2c1	i	3%	0.3	0%	-4%	11%	3%	3.7%	-1%
Cc1cc(C)c(C(=O)/C=C/C=C/c2ccccc2)c(=O)[nH]1	i	1%	-1.1	0%	3%	8%	3%	?	-1%
O=[N+]([O-])c1ccc2c(c1)C(N1CCOCC1)/C(=C/COc1ccc(Cl)cc1Cl)O2 (stereo not given)	i	-2%	-1.9	?	0%	14%	4%	-0.1%	-11%
N#Cc1cc2c(=O)n3ccccc3nc2n(Cc2cccnc2)c1=O	i	15%	-3.3	1%	nt	-2%	-1%	0.2%	-10%
CCOc1ccc(CC(=O)NCCc2cnc[nH]2)cc1	i	2%	-2.0	2%	0%	10%	5%	7.9%	8%
O=C(NC(=S)N1CCCC1)c1ccccc1F	i	1%	-1.8	7%	1%	7%	-6%	-0.5%	4%
CSc1cccc(NC(=O)C2C3C=CC4(O3)C2C(=O)N(CCN2CCOCC2)C4C(=O)NC2CCCCC2)c1 (stereo not given)	i	-8%	-1.5	3%	-1%	1%	1%	0.2%	26%
COC(=O)Cn1cnc2c(nnn2-c2ccc(OC)cc2)c1=O	i	0%	0.8	-6%	0%	6%	16%	-0.7%	-12%
CSc1nc(N)n(-c2cc(C(F)(F)F)ccn2)n1	i	1%	-2.8	-5%	4%	1%	-9%	0.0%	-13%
Cc1cc(C)cc(-n2nnc(C(=O)NCc3ccco3)c2N)c1	i	-1%	0.4	18%	0%	7%	9%	0.3%	-5%

Source: PubChem BioAssay
